Compound activity: PubChem BioAssay, National Center for Advancing Translational Sciences (NCATS)
BAZ2B block: BAZ2B (human) inhibition | 4.4% of 360,000 active | Potency, µM (titrated, usually from 114 µM), without a hit: top-dose activity change, negative = inhibition, usual class: inhibitors | AlphaScreen BAZ2B-H3K14Ac peptide displacement; further: on the % scale 0 is the no-effect control and ±100 the full control effect; nearly all actives have a fitted effect of over 60% in size
Target sequence (Q9UIF8 whole entry, looked up): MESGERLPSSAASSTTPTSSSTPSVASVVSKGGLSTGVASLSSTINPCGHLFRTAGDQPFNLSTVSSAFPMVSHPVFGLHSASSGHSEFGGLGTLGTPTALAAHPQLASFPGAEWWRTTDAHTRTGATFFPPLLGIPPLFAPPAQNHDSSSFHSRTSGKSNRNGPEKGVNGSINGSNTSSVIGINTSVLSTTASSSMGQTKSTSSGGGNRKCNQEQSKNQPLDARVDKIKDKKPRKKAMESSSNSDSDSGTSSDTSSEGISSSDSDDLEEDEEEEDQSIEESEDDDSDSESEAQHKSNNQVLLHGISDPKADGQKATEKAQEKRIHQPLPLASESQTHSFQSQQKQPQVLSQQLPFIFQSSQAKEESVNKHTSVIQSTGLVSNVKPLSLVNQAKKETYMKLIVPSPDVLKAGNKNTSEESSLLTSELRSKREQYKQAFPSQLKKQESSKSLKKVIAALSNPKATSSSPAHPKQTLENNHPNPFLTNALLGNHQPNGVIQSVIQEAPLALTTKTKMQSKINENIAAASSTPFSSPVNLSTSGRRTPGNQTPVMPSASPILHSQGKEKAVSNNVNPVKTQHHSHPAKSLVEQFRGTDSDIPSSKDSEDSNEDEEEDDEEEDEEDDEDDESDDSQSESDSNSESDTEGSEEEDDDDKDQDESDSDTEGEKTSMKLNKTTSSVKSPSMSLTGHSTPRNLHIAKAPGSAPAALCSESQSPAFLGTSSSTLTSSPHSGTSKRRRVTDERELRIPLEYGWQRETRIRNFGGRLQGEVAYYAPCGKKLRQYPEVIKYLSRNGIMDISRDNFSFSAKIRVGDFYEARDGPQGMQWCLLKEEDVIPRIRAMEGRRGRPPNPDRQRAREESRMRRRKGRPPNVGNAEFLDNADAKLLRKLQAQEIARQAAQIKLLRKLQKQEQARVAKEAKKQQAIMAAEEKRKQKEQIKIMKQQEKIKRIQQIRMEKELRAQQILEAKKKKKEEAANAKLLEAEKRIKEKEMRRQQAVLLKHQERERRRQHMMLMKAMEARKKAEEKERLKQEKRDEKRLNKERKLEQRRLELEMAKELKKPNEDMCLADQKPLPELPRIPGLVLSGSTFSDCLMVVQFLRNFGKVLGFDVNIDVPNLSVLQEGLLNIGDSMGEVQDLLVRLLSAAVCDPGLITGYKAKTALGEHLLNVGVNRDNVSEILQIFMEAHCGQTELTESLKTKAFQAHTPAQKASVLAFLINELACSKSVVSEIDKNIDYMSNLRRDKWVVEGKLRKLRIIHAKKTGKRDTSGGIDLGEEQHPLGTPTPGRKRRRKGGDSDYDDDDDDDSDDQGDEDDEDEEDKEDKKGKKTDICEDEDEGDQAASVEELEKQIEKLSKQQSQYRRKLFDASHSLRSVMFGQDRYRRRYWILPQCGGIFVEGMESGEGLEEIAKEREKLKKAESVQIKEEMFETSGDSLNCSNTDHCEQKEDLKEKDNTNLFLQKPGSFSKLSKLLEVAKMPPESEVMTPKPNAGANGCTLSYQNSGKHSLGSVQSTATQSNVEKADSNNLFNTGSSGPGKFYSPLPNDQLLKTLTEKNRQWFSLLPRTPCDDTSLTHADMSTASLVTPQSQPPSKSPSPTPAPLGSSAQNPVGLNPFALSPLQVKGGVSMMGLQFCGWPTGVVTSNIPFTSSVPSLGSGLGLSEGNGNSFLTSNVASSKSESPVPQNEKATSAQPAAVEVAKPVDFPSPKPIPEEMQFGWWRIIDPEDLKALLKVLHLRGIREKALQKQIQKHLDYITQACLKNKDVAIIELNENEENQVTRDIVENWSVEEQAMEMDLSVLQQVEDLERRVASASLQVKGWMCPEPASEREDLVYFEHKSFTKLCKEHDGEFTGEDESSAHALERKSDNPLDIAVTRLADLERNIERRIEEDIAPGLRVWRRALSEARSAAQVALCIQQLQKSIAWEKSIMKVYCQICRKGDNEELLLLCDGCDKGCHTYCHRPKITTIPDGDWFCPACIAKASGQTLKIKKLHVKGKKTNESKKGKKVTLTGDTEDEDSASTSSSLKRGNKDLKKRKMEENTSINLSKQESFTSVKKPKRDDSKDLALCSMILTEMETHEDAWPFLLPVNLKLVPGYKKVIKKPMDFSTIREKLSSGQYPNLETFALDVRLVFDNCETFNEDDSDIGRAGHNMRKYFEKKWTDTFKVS
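AlphaScreen luminescence quantifies BAZ2B engagement of H3K14Ac peptide; the protein and biotinylated peptide are both at 50 nM final, buffer PBS pH 7.4 with 0.01% Tween-20, all steps at room temperature.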
Anesthetic bind: binds horse apoferritin like a general anesthetic | apoferritin/1-aminoanthracene competitive binding, fluorescence | P02791 | Potency, µM (titrated, usually from 77.5 µM), without a hit: top-dose activity change, negative = displacement, most hits filed as inhibitors | 0.074% of 350,000 active | AID 485281; further: on the % scale 0 is the no-effect control and ±100 the full control effect; nearly all actives have a fitted effect of over 20% in size
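Horse-spleen apoferritin (10 uM) was mixed with 50% saturated 1-aminoanthracene in PBS, exposed to compounds for 10 min at room temperature, and read for fluorescence (ex 380 nm, em 535 nm). Competitive displacement was fitted with a four-parameter Hill equation.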
BLM inh: Bloom syndrome helicase (human) inhibition. P54132. recombinant BLM DNA unwinding, fluorescence dequenching. Potency, µM (titrated, usually from 56.1 µM), inactives show top-dose activity change, negative = inhibition, actives largely listed as inhibitors. 0.2% of 350,000 active. AID 2528;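 further: plate controls were vehicle for no effect and no enzyme for full effect; nearly all actives have a fitted effect of over 35% in size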
Pol kappa inh: inhibitors of human DNA polymerase kappa. Q9UBT6. purified Pol kappa, fluorescent DNA synthesis assay, 10 min. Potency, µM (series often up to 107 µM), without a hit: top-dose activity, negative = inhibition, usual class: inhibitors. 0.53% of 400,000 active; further: on the % scale 0 is the no-effect control and ±100 the full control effect
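50 nM final substrate added after 15 min RT preincubation of 10 nM Pol kappa with compound; fluorescence read at 0 and 10 min.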
G9a inh: G9a (human) methyltransferase inhibition | AID 504332 | Q96KQ7 | Potency, µM (titrated, usually from 102 µM), for the others: top-dose activity, negative = inhibition, most hits filed as inhibitors | G9a H3K9 monomethylation, AlphaScreen, 2 h | 8.8% of 350,000 active; further: on the % scale 0 is the no-effect control and ±100 the full control effect; nearly all actives have a fitted effect of over 75% in size
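Methyltransferase reactions run at room temperature for 2 h (20 nM enzyme, 500 nM biotin-H3K9 peptide, 20 uM SAM) after a 15 min compound preincubation; product detected by AlphaScreen beads and anti-H3K9me1 antibody.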
POLB inh: DNA polymerase beta (human) inhibition; Potency, µM (titrated, usually from 114 µM), for inactives: top-dose activity change, negative = inhibition, most hits filed as inhibitors; Pol beta primer extension/strand displacement, fluorescence kinetic; 1.3% of 340,000 active; P06746; further: on the % scale 0 is the no-effect control and ±100 the full control effect
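Kinetic readout of DNA synthesis with strand displacement by Pol beta. Compound and 10 nM enzyme sit 15 min at room temperature; 50 nM substrate starts the reaction, read immediately and at 10 min.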
POLH inh: blocks human DNA polymerase eta activity. Potency, µM (top dose mostly 114 µM), inactives show at the top dose activity change, negative = inhibition, most hits filed as inhibitors. 1.2% of 390,000 active. recombinant Pol eta, fluorescent DNA replication assay. AID 588591; further: on the % scale 0 is the no-effect control and ±100 the full control effect
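Pol eta (10 nM) was preincubated with compounds for 15 min at room temperature, after which fluorescent replication substrate (50 nM final) was added to start the reaction. Fluorescence was read kinetically at 0 and 10 min.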
APEX1 inh: blocks human APE1 abasic DNA cleavage. P27695. recombinant APE1, TAMRA/BHQ-2 abasic DNA cleavage fluorescence. Potency, µM (titrated, usually from 65.8 µM), for the others: at the highest dose activity change, negative = inhibition, actives largely listed as inhibitors. 0.35% of 350,000 active. AID 2517;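 further: plate controls were vehicle for no effect and reference inhibitor for full effect; nearly all actives have a fitted effect of over 55% in size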
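Step 1: APE1 (0.75 nM) with compound, 15 min RT. Step 2: add 50 nM fluorophore/quencher THF duplex. Step 3: three fluorescence reads 60 s apart (525/598 nm); read 3 minus read 1 = reaction progress.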
POLI inh: DNA polymerase iota (human) inhibition. Potency, µM (titrated, usually from 115 µM), for the others: top-dose activity, negative = inhibition, actives largely listed as inhibitors. Q9UNA4. Pol iota fluorescent replication assay, 10 min. 1% of 390,000 active. AID 588590
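Fluorescent replication assay read twice, at 0 min and 10 min after adding 50 nM (final) substrate. Enzyme (10 nM) and compounds were first incubated 15 min at room temperature; enzyme-free buffer wells were negative controls.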
An asterisk follows results filed as active; ? = inconclusive; . = not tested or not shown; & = joins results of further samples; [ ] = dose if it differs, or a comment. The call rests on the fitted dose curve; in most records, active means well fitted curve in the direction sought with a large enough effect; inconclusive means small, poorly fitted or top-dose-only effect, or another doubt; inactive means no such curve, though single readings can be large; an effect the other way counts as inactive or inconclusive. Potency means the concentration at half of the fitted maximal effect. Some of the compounds tested (hit frequency here may not be typical).

Pol kappa inh	POLB inh	POLI inh	Anesthetic bind	POLH inh	G9a inh	BLM inh	BAZ2B block	APEX1 inh	mol
-1%[60.1 µM]	.	.	.	.	-5%[0.501 µM]	-10%	.	-2%	CN(C)C(=O)c1ccc(-c2ccc3ncnc(N(C)C)c3c2)cc1
0%	2%	41%[activator]	-6%	-16%	.	-13%	-1%	9%	O=C(NCCc1ccccc1)c1c(O)c2ccccc2[nH]c1=O
-10%	.	-19%	.	-12%	-22%	.	-15%	-14%	CCCOc1ccc(C(=O)CCC(=O)OCC(=O)Nc2cccc(S(N)(=O)=O)c2)cc1
-10%	8%	22%	-9%	3%	-10%[59 µM]	5%	?	-1%	CCOC(=O)c1nn(-c2ccc(Cl)cc2)c2nc(CC)c(C#N)c(=O)n12
-25%	-28%	1%	4%	?	?	1%	-3%	-3%	Cc1cc(C)nc(NS(=O)(=O)c2ccc(N/C=C3\CCCC3=O)cc2)n1
1%	26%	?	-14%	-11%	-18%[59 µM]	-5%	.	15%	CCCc1[nH]nc2c1C(c1ccccc1OCC)C(C#N)=C(N)O2 (stereo not drawn)
-10%	2%	50%[activator]	?	-24%	-8%	-3%	-35%	23%	CSc1cccc(CN2CCC(Oc3ccc(C(=O)N4CCCCC4)cc3)CC2)c1
0%[60.1 µM]	.	.	.	.	14%[12.7 µM]	2%	.	14%	Cc1nc2cnc(N(C)C)nc2n(Cc2cccs2)c1=O
-6%	-27%	-6%	?	?	-25%[59 µM]	-9%	-24%	0%	Clc1cccc(COn2c(-c3ccc(Cl)cc3Cl)nc3ncccc32)c1
7%	0.4µM*	?	?	-17%	?	4%	50µM*	61%[activator]	Cc1ccc(-n2nc3c(N4CCC(C(=O)NCc5ccc(C)o5)CC4)nnc(C)c3c2C)cc1
-8%	-26%	23%	-3%	-22%	8%	2%	3%	4%	CCOCCCNC(=O)C(NC(=O)c1ccc(NC(C)=O)cc1)c1ccccc1 (stereo not drawn)
7%	2%	13%	-8%	-17%	9%[59 µM]	-4%	.	.	CCc1ccc(-n2c(N3CCN(c4cccc(Cl)c4)CC3)nc3ccccc3c2=O)cc1
6%	24%	?	?	?	-27%[59 µM]	-6%	.	-2%	CC1CCN(C(=O)CSc2nc(N)c3c4c(sc3n2)CN(C)CC4)CC1
3%	-8%	-24%	3%	-11%	-4%[59 µM]	1%	3%	.	COC(=O)c1c(NC(=O)/C(C#N)=C/c2ccc(OC)cc2)sc2c1CCC2
-3%&16%	21%&6%	40%&28%[activator]	-5%&1%	-15%&-15%	-3%	-4%&0%	-12%&0%	53%[activator]	COc1ccc(-c2nnc(SCC(=O)N3CCCCC3)o2)cc1
-7%	?	-4%	0%	1%	1%[59 µM]	-3%	-25%	-2%	COc1cc(C=O)ccc1OCC(=O)NC(C)(C)C
9%	6%	-4%	-16%	-12%	21%	-2%	-23%	3%	O=C(COc1ccc2ccccc2c1Br)Nc1cccnc1
-5%	2%	-13%	-2%	1%	?	-3%	-10%	2%	Cc1cc(=O)[nH]c(SCC(=O)Nc2ccc(F)cc2)c1C#N
-8%	?	76%[activator]	-1%	-15%	-36%[59 µM]	-5%	-10%	.	COc1ccc(C)cc1NC(=O)Nc1nnc(N2CCCCC2)s1
-10%	39%	-7%	?	-22%	19%[59 µM]	-2%	3%	12%	CCN(CC)C(=S)SCC(=O)NC12CC3CC(CC(C3)C1)C2

Brought forward from above: seven compounds, then new ones.
Pol kappa inh	POLB inh	POLI inh	Anesthetic bind	POLH inh	G9a inh	BLM inh	BAZ2B block	APEX1 inh	mol
3%	-8%	-24%	3%	-11%	-4%[59 µM]	1%	3%	.	COC(=O)c1c(NC(=O)/C(C#N)=C/c2ccc(OC)cc2)sc2c1CCC2
-3%&16%	21%&6%	40%&28%[activator]	-5%&1%	-15%&-15%	-3%	-4%&0%	-12%&0%	53%[activator]	COc1ccc(-c2nnc(SCC(=O)N3CCCCC3)o2)cc1
-7%	?	-4%	0%	1%	1%[59 µM]	-3%	-25%	-2%	COc1cc(C=O)ccc1OCC(=O)NC(C)(C)C
9%	6%	-4%	-16%	-12%	21%	-2%	-23%	3%	O=C(COc1ccc2ccccc2c1Br)Nc1cccnc1
-5%	2%	-13%	-2%	1%	?	-3%	-10%	2%	Cc1cc(=O)[nH]c(SCC(=O)Nc2ccc(F)cc2)c1C#N
-8%	?	76%[activator]	-1%	-15%	-36%[59 µM]	-5%	-10%	.	COc1ccc(C)cc1NC(=O)Nc1nnc(N2CCCCC2)s1
-10%	39%	-7%	?	-22%	19%[59 µM]	-2%	3%	12%	CCN(CC)C(=S)SCC(=O)NC12CC3CC(CC(C3)C1)C2
9%	20%	-17%	-10%	-9%	41%[activator]	1%	-30%	52%[activator]	CCN(C(=O)CN1C(=O)S/C(=C\c2cccc(OC)c2)C1=O)C1CCS(=O)(=O)C1 (stereo not drawn)
-18%	50%	-10%	53%[activator]	-15%	.	0%&5%	-1%	-3%&6%	CC(C)C1NC(C(=O)O)Cc2c1[nH]c1ccccc21 (stereo not drawn)
-2%	0%	-22%	-4%	0%	-2%[59 µM]	3%	-6%	3%	CC1CCCC(C)N1CCNC(=O)C1CCN(S(=O)(=O)N2CCCCC2)CC1 (stereo not drawn)
-13%	6%	7%	-3%	-1%	-28%[12.7 µM]	-3%	?	4%	O=C(NCCCN1CCOCC1)C1CC(=O)N(C2CCCCC2)C1 (stereo not drawn)
-7%	-7%	7%	?	5%	?	-9%	?	30%	COc1cccc(/C=C2/SC(=S)N(CCCC(=O)Nc3ccc(O)cc3)C2=O)c1
-29%	.	-5%	.	-8%	.	1%[12.4 µM]	.	-1%[12.4 µM]	CCN1C(=O)N[C@@H](c2cccc(F)c2)C(C(=O)OC)=C1C
3%	2%	13%	1%	-9%	7%[59 µM]	1%	-2%	.	COc1ccc(NC(=O)C2CCCN(S(=O)(=O)c3ccc(F)cc3)C2)cc1 (stereo not drawn)
-5%	.	21%	.	-12%	-1%	.	0%	1%	CC(OC(=O)Cc1c[nH]c2ccccc12)C(=O)N(C)c1ccccc1 (stereo not drawn)
-6%	.	-13%	.	-20%	12%[12.7 µM]	.	-3%	-36%	Cc1ccc(C)c(OCC(=O)N(C)CC(=O)Nc2ccc(Cl)c(C(F)(F)F)c2)c1
-11%	0%	?	-12%	-4%	25%[2.33 µM]	-7%	?	-1%	CCOc1ccc(CC(C(=O)NN)C(=O)NN)cc1CN(C)C
.	-6%	.	-5%	.	10µM*	-2%	3%	-3%	Cc1sc(/N=C/c2c(O)ccc3ccccc23)c(C#N)c1C
8%	16%	23%	-1%	-18%	45µM*	-1%	-3%	16%	O=C(c1ccccc1)c1ccc2nc(N3CCCCC3)c3nncn3c2c1
-21%	1%[57.1 µM]	14%	-10%	-9%	71µM*	-3%	-37%	1%	O=C(CN1CCc2ccccc21)NCc1ccccc1Cl
-10%	14%	1%	-2%	-14%	-10%	0%	1%	4%	O=C(CCc1ccccc1)Nc1cc(C(=O)O)cc(C(=O)O)c1
-23%	-1%	233%[activator]	?	-19%	9%	-8%	-15%	-4%	COc1ccc2nc(Nc3ccccc3)sc2c1
-5%	-1%	-7%	-15%	-3%	-49%[59 µM]	-2%	-16%	0%	COc1ccc(OC)c(NC(=O)c2ccccc2NS(=O)(=O)c2cccc3cccnc23)c1
0%	3%	-33%	-11%	-6%	-10%[59 µM]	-1%	4%	2%	CCCCc1nc(SCC(=O)Nc2cc(C)on2)n[nH]1
4%	.	70%[activator]	.	-21%	.	.	.	-7%	Cc1nc2ccc(NS(=O)(=O)c3cccc([N+](=O)[O-])c3)cc2s1
6%	41%	33%[activator]	-6%&-10%	-20%	-17%	0%&2%	-38%	?	C[C@@H](C(=O)NCc1ccccn1)[C@@H]1C[C@@]1(C)[C@@H](NC(=O)OCc1ccccc1)c1ccccc1
-2%	28%	?	-5%	-15%	9%	-6%	-3%	0%	O=C(N/N=C/c1ccc[nH]1)c1cccnc1

New compounds follow:
Pol kappa inh	POLB inh	POLI inh	Anesthetic bind	POLH inh	G9a inh	BLM inh	BAZ2B block	APEX1 inh	mol
-12%	0%	140%[activator]	-7%	-11%	11%	-2%	-6%	10%	CC(C)c1ccc(NC(=O)Cc2c(C(=O)O)n(C)c3ccccc23)cc1
-4%	.	-2%	.	-7%	7%[2.33 µM]	.	3%	-3%	CC(C)c1ccc(CN2CCN(S(=O)(=O)c3ccc(Cl)s3)CC2)cc1
-6%	?	22%	66%[activator]	-4%	-13%	23%	-2%	-6%	COc1ccc2c(c1)cc1n2CCN=C1N
-10%	?	-5%	8%	-14%	?	-12%	-31%	-2%	CCn1c(SCC(=O)Nc2ccc3c(c2)oc2ccccc23)nnc1-c1ccc(N)cc1
-13%	?	3%	-15%	7%	3%[12.7 µM]	-7%	-13%	-2%	Clc1ccc2nc(CSc3ccccc3)cn2c1
8%	-12%	23%	-10%	-18%	-1%[59 µM]	-1%	1%	.	COc1cc(OC)cc(-n2c(=O)[nH]c3cc(C(=O)NCCc4ccc(C)cc4)ccc3c2=O)c1
-22%	32µM*	79µM*	?	89µM*	?	-5%	.	.	CC(C)c1ccc(NS(=O)(=O)c2ccc3[nH]cc(C(=O)NCC4CCCO4)c(=O)c3c2)cc1 (stereo not drawn)
-8%	.	10%	.	-24%	-33%	.	6%	?	COc1ccccc1C(=O)OCC(=O)NC(=O)NC1CCCCC1
-9%	-11%	-5%	-5%	-2%	8%	-4%	-9%	-5%	CCOc1ccc(C(=O)Nc2nnc(S(=O)(=O)N(C)Cc3ccco3)s2)cc1
0%	-19%	11%	-12%	5%	-8%	-3%	6%	10%	C1CCN(c2nc3nonc3nc2NCC2CCOCC2)CC1
6%	11%	34%[activator]	-7%	-11%	-5%	-6%	-1%	49%[activator]	CCOc1ccc2cc(S(=O)(=O)N3CCCCC3)ccc2c1
-15%[60.1 µM]	.	.	-12%	.	.	-10%	.	0%	CN(Cc1ccco1)c1nc(-c2cccc(C#N)c2)nc2ccccc12
-19%	?	2%	?	-4%	7%	-15%	6%[57.1 µM]	4%	O=C(COc1ccccc1-c1ccccc1)N/N=C/c1cccc2ccccc12
-11%	-1%	-1%[58.9 µM]	-11%	-12%	22µM*	-1%	?	2%	O=S(=O)(c1ccccc1)c1nc(-c2ccccc2)oc1N1CCCCC1
